Assay outcomes from PubChem.
IL1B secr inh: qHTS for Inhibitors of Inflammasome Signaling: IL-1-beta AlphaLISA Primary Screen | AID 743279, 2014 | 4.7% of 360,000 active | THP-1 LPS/ATP IL-1B secretion, AlphaLISA, 16 h; active compounds read low | activity change, % at 57.5 µM; in the data active means activity change below about -50%; inconclusive means mostly about -30% to -49%; further: on the % scale 0 is the no-effect control and ±100 the full control effect
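THP-1 cells pretreated 1 hr with compounds (up to 57.5 uM final), then stimulated with LPS (250 ng/mL final) plus ATP (1.25 mM final); secreted IL-1B measured by AlphaLISA after 16 hr, decreased signal indicating inhibition.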
KB-3-1 tox: qHTS assay for MDR1-selective chemotherapeutics: Primary screen using the parental adenocarcinoma cell KB-3-1; AID 1347075, 2019; Potency, µM (series often up to 46.1 µM), inactives show top-dose activity change, negative = cytotoxic, hits mostly cytotoxic; KB-3-1 viability, CellTiter-Glo ATP luminescence, 72 h; 1.4% of 400,000 active; further: potency means the concentration at half of the fitted maximal effect; on the % scale 0 is the no-effect control and ±100 the full control effect; nearly all actives have a fitted effect of over 60% in size
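KB-3-1 cells, DMEM (no phenol red) + 10% FBS; compound by pin transfer, 72 h, 37 °C. Readout: CellTiter-Glo luminescence after 10 min. Data normalized, curve-fitted.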
MCF10A rerep: A quantitative high throughput screen for small molecules that induce DNA re-replication in MCF 10a normal breast cells | MCF 10A DNA re-replication, Hoechst nuclear intensity, 48 h | Potency, µM (titrated, usually from 46.1 µM), for inactives: at the highest dose activity, positive = re-replication, hits mostly activators | 2.9% of 350,000 active | AID 624296, 2012; further: potency means the concentration at half of the fitted maximal effect; % of control where 0% means no effect; nearly all actives have a fitted effect of over 50% in size
ATXN viability: Viability Counterscreen for Primary qHTS for Inhibitors of ATXN expression. S2 cells (HEK-293 line with an ATXN2-luciferase reporter) viability, CellTiter-Fluor protease fluorescence, 24 h. Potency, µM (titrated, usually from 56.7 µM), usual class: cytotoxic. 0.49% of 400,000 active; further: potency means the concentration at half of the fitted maximal effect; nearly all actives have a fitted effect of over 40% in size
HepG2 viability: qHTS for Inhibitors of TGF-b: Cytotox Counterscreen | AID 588856, 2011 | 0.76% of 410,000 active | Potency, µM (series often up to 46.1 µM), for the others: at the highest dose activity change, negative = cytotoxicity, usual class: cytotoxic | HepG2 CAGA-GFP viability, ATP luminescence, 18 h; further: potency means the concentration at half of the fitted maximal effect; some results filed as inactive show a strong effect at the top dose
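CellTiter-Glo luminescence gave cytotoxicity after 18 hours at 37 degrees C. The cells were HepG2 CAGA-GFP in 1% FBS DMEM, stimulated with 500 pg/mL TGF-beta after compound addition. %Activity was normalised to no-cell wells (complete cell-killing) and DMSO (no toxicity), and curves were fitted and classified.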
ATXN2 expr inh: Primary qHTS for Inhibitors of ATXN expression. HEK-293 ATXN2-luciferase reporter, luminescence, 24 h. 0.72% of 360,000 active. Potency, µM (titrated, usually from 57 µM), without a hit: top-dose activity change, negative = inhibition, actives largely listed as inhibitors. AID 1745845, 2022; further: potency means the concentration at half of the fitted maximal effect; on the % scale 0 is the no-effect control and ±100 the full control effect; nearly all actives have a fitted effect of over 55% in size
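ATXN2-luciferase reporter cells (luciferase flanked by upstream and downstream ATXN2 gene portions) were treated 24 h at 37 °C with compounds at up to 57 uM. SteadyGlo luminescence gave expression; GF-AFC fluorescence gave viability.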
HT1080-NT tox: qHTS for induction of synthetic lethality in tumor cells producing 2HG: qHTS for the HT-1080-NT fibrosarcoma cell line | HT-1080-NT fibrosarcoma viability, CellTiter-Glo ATP luminescence, 48 h | Potency, µM (highest dose often 46.1 µM), without a hit: top-dose activity, negative = less viability, hits mostly cytotoxic | 1.6% of 360,000 active;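 further: NT is the 2HG producing partner of a matched IDH1 knockdown line; potency means the concentration at half of the fitted maximal effect; 0% = DMSO-treated cells and -100% = media-only wells without cells; nearly all actives have a fitted effect of over 55% in size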
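HT-1080-NT fibrosarcoma cells (2HG-overproducing), 750 cells/well in RPMI with 5% FBS, dosed after 2 h and incubated 48 h at 37C. CellTiter-Glo luminescence normalized to DMSO and no-cell wells; concentration-response curves fitted and classed.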
SW480 rerep: A quantitative high throughput screen for small molecules that induce DNA re-replication in SW480 colon adenocarcinoma cells; 1.8% of 340,000 active; AID 624297, 2012; Potency, µM (doses to about 46.1 µM), inactives show at the highest dose re-replication activation, usual class: activators; SW480 DNA re-replication, Hoechst DNA content imaging, 48 h; further: potency means the concentration at half of the fitted maximal effect; % of control where 0% means no effect; nearly all actives have a fitted effect of over 55% in size
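Per well, 250 cells were exposed to pinned compound for 48 hr. Nuclear DNA was visualised with Hoechst (40 min, 37 C) and total object intensity recorded by fluorescence scanning.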
HT1080 IDH1KD tx: qHTS for induction of synthetic lethality in tumor cells producing 2HG: qHTS for the HT-1080-IDH1KD cell line; Potency, µM (top dose mostly 46.1 µM), for the others: at the top dose activity, negative = toxicity, hits mostly cytotoxic; HT-1080 IDH1 knockdown viability, ATP luminescence, 48 h; 2% of 360,000 active;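 further: potency means the concentration at half of the fitted maximal effect; 0% = DMSO wells and -100% = cell-free medium wells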
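Using the IDH1-knockdown HT-1080 line run in the same batch and compound series as the NT line, viability after 48 h at 37 °C was determined by CellTiter-Glo luminescence and expressed as % activity.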
Numbers without * were called inactive; [ ] = dose if it differs, or a comment. Unless noted, the call rests on the fitted dose curve; in most records, active means well fitted curve in the direction sought with a large enough effect; inconclusive means small, poorly fitted or top-dose-only effect, or another doubt; inactive means no such curve, though single readings can be large; an effect the other way counts as inactive or inconclusive.

How did Cc1cc(=O)[nH]c(CN2CCC(c3ccccc3)CC2)n1 do in these assays?
IL1B secr inh: -3; KB-3-1 tox: 6%; MCF10A rerep: 17%; ATXN viability: inactive; HepG2 viability: 8%; ATXN2 expr inh: inconclusive; HT1080-NT tox: 14%; SW480 rerep: 1%; HT1080 IDH1KD tx: 12%

What do the screens show for `CC(C)C1Nc2c(O)cc(Cl)c([N+](=O)[O-])c2C2C=CCC21` (configuration not stated)?
IL1B secr inh: 65; KB-3-1 tox: inconclusive; MCF10A rerep: inconclusive; ATXN viability: inconclusive; HepG2 viability: -36%; ATXN2 expr inh: inconclusive; HT1080-NT tox: inconclusive; SW480 rerep: -9%; HT1080 IDH1KD tx: inconclusive

What do the screens show for `CCC(=O)Nc1cccc(NC(=S)NC(=O)Cc2ccccc2)c1`?
IL1B secr inh: 0; KB-3-1 tox: 13%; MCF10A rerep: 1%; ATXN viability: inactive; HepG2 viability: 4%; ATXN2 expr inh: 0%; HT1080-NT tox: 18%; SW480 rerep: -1%; HT1080 IDH1KD tx: 13%

Results for CN(C)c1ccc(N/C(N)=N/c2nc(C(F)(F)F)cc(C(F)(F)F)n2)cc1 ?
IL1B secr inh: inconclusive; KB-3-1 tox: -18%; MCF10A rerep: -1%; ATXN viability: inconclusive; HepG2 viability: -1%; HT1080-NT tox: 2%; SW480 rerep: 5%; HT1080 IDH1KD tx: inconclusive

What do the screens show for `COCCn1c(SCc2cccc(F)c2)nc2cc(C(=O)OC)ccc2c1=O`?
IL1B secr inh: 34; KB-3-1 tox: 12%; MCF10A rerep: 0%; ATXN viability: inactive; HepG2 viability: 13%; ATXN2 expr inh: 7%; HT1080-NT tox: 6%; SW480 rerep: -26%; HT1080 IDH1KD tx: 11%

Results for COc1ccc(C2=NN(C(=O)CSc3nc(=O)n4cccc(C)c4n3)C(c3ccc(C)cc3)C2)cc1 (configuration not stated) ?
IL1B secr inh: -5; KB-3-1 tox: 0%; MCF10A rerep: 5%; ATXN viability: inconclusive; HepG2 viability: 1%; ATXN2 expr inh: inconclusive; HT1080-NT tox: -20%; SW480 rerep: 2%; HT1080 IDH1KD tx: -19%

What do the screens show for `Cc1ccc2nc(-c3cccc(Br)c3)cc(C(=O)NC3CC3)c2c1`?
IL1B secr inh: inactive; KB-3-1 tox: -6%; MCF10A rerep: -7%; ATXN viability: inconclusive; HepG2 viability: 0%; ATXN2 expr inh: 2%; HT1080-NT tox: 17%; SW480 rerep: -17%; HT1080 IDH1KD tx: 30%

How did O=C(NC1CCSc2ccccc21)c1ccc(F)cc1 (configuration not stated) do in these assays?
IL1B secr inh: -3; KB-3-1 tox: 2%; MCF10A rerep: 1%; ATXN viability: inactive; HepG2 viability: -3%; ATXN2 expr inh: 9%; HT1080-NT tox: 2%; SW480 rerep: 1%; HT1080 IDH1KD tx: -1%

How did CC(C)CCNC(=O)c1[nH]c(C(F)(F)F)nc1-c1ccccc1 do in these assays?
IL1B secr inh: 29; KB-3-1 tox: 0%; ATXN viability: inactive; HepG2 viability: -20%; ATXN2 expr inh: 4%; HT1080-NT tox: 0%; HT1080 IDH1KD tx: 7%

What do the screens show for `Fc1ccccc1NC(=S)NC1CCCC1`?
IL1B secr inh: 12; KB-3-1 tox: -5%; MCF10A rerep: -11%; ATXN viability: inactive; HepG2 viability: -14%; HT1080-NT tox: -2%; SW480 rerep: -4%; HT1080 IDH1KD tx: -1%

How did O=C(COC(=O)c1cc(S(=O)(=O)N2CCCCC2)ccc1N1CCOCC1)c1ccccc1 do in these assays?
IL1B secr inh: -2; KB-3-1 tox: 5%; MCF10A rerep: 0%; ATXN viability: inactive; HepG2 viability: 2%; ATXN2 expr inh: 4%; HT1080-NT tox: 8%; SW480 rerep: 5%; HT1080 IDH1KD tx: 11%

What do the screens show for `Cn1c(=O)oc2cc(S(=O)(=O)CCC(=O)N3CCN(c4cccc(Cl)c4)CC3)ccc21`?
KB-3-1 tox: -23%; ATXN viability: inactive; HepG2 viability: 20%; ATXN2 expr inh: 12%

How did Cc1onc(-c2ccncc2)c1C(=O)O do in these assays?
IL1B secr inh: -3; KB-3-1 tox: -10%; MCF10A rerep: -18%; ATXN viability: inactive; HepG2 viability: -1%; ATXN2 expr inh: 2%; HT1080-NT tox: 14%; SW480 rerep: 3%; HT1080 IDH1KD tx: 16%

How did Cc1ccc(SCCC(=O)OCC(=O)Nc2ccc(C(N)=O)cc2)cc1 do in these assays?
IL1B secr inh: 20; KB-3-1 tox: 25%; MCF10A rerep: -5%; ATXN viability: inactive; HepG2 viability: 0%; ATXN2 expr inh: -5%; HT1080-NT tox: -2%[9.24 µM]; SW480 rerep: -3%; HT1080 IDH1KD tx: 4%

Results for Cn1ncc2cc3c(Nc4ccc(Cl)cc4)cccc3nc21 ?
IL1B secr inh: -25; KB-3-1 tox: 0%; ATXN viability: inactive; HepG2 viability: -21%; ATXN2 expr inh: 0%; HT1080-NT tox: inconclusive; HT1080 IDH1KD tx: inconclusive

How did COc1ccc(CNC(=O)C(C)OC(=O)CN2C(=O)COc3ccccc32)cc1 (configuration not stated) do in these assays?
IL1B secr inh: -12; KB-3-1 tox: 18%; MCF10A rerep: -8%; ATXN viability: inactive; HepG2 viability: -2%; ATXN2 expr inh: 4%; HT1080-NT tox: 6%; SW480 rerep: -3%; HT1080 IDH1KD tx: 6%

Results for Cc1ccc(Nc2nc(N)nc(CN3CCCCCC3)n2)cc1 ?
IL1B secr inh: -7; KB-3-1 tox: 22%; MCF10A rerep: -3%; ATXN viability: inactive; HepG2 viability: -23%; ATXN2 expr inh: 9%; HT1080-NT tox: -1%; SW480 rerep: 0%; HT1080 IDH1KD tx: -1%

How did O=C(CCc1ccccc1)NC(=S)Nc1ccc(S(=O)(=O)N2CCOCC2)cc1 do in these assays?
IL1B secr inh: 2; KB-3-1 tox: inconclusive; MCF10A rerep: inconclusive; ATXN viability: inactive; HepG2 viability: -30%; ATXN2 expr inh: -9%; HT1080-NT tox: -10%; SW480 rerep: 64%; HT1080 IDH1KD tx: -27%

How did COc1cc2c(cc1NC(=O)C(C)NCc1ccccc1)oc1ccccc12 (configuration not stated) do in these assays?
IL1B secr inh: -6; KB-3-1 tox: -11%; MCF10A rerep: 18%; ATXN viability: inactive; HepG2 viability: 2%; ATXN2 expr inh: 9%; HT1080-NT tox: inconclusive; SW480 rerep: 6%; HT1080 IDH1KD tx: inconclusive

How did Cc1cc2c(cc1S(=O)(=O)N(C)c1ccccc1)NC(=O)CO2 do in these assays?
IL1B secr inh: 0; KB-3-1 tox: 9%; MCF10A rerep: 1%; ATXN viability: inactive; HepG2 viability: -16%; ATXN2 expr inh: -9%; HT1080-NT tox: -2%; SW480 rerep: inconclusive; HT1080 IDH1KD tx: -15%

How did O=C1CSC(=S)N1/N=C/c1ccc(O)c([N+](=O)[O-])c1 do in these assays?
IL1B secr inh: 24; KB-3-1 tox: -29%; MCF10A rerep: -1%; ATXN viability: inconclusive; HepG2 viability: -34%; ATXN2 expr inh: -15%; HT1080-NT tox: -29%; SW480 rerep: -116%[inhibitor]; HT1080 IDH1KD tx: inconclusive

What do the screens show for `CC(C)C[C@H]1CN=C(Nc2ccccc2)N1CC1CCCCCC1`?
IL1B secr inh: -6; KB-3-1 tox: -1%; MCF10A rerep: -2%; ATXN viability: inconclusive; HepG2 viability: -31%; ATXN2 expr inh: -21%; HT1080-NT tox: -18%; SW480 rerep: 13%; HT1080 IDH1KD tx: -25%

What do the screens show for `O=C(CSCc1cc(=O)c2cc(F)ccc2[nH]1)Nc1ccccc1Cl`?
KB-3-1 tox: -8%; ATXN viability: inactive; HepG2 viability: -25%; ATXN2 expr inh: -8%

What do the screens show for `Cc1ccc(-c2csc(/C(C#N)=C/Nc3ccccc3SC(F)(F)F)n2)cc1`?
IL1B secr inh: 19; KB-3-1 tox: 0%; MCF10A rerep: 9%; ATXN viability: inconclusive; HepG2 viability: -10%; HT1080-NT tox: 14%; SW480 rerep: -1%; HT1080 IDH1KD tx: 8%

How did CCN(CC)c1ccc(C2N(C(=O)N3CCOCC3)CCN2S(=O)(=O)c2ccc(C)cc2)cc1 (configuration not stated) do in these assays?
IL1B secr inh: -9; KB-3-1 tox: -8%; MCF10A rerep: 11%; ATXN viability: inactive; HepG2 viability: -18%; ATXN2 expr inh: -10%; HT1080-NT tox: 5%[9.24 µM]; SW480 rerep: -6%; HT1080 IDH1KD tx: 4%

Results for COC(=O)C(C)(C)ONC(=O)Nc1ccc(Br)cc1 ?
IL1B secr inh: 0; KB-3-1 tox: -7%; MCF10A rerep: -5%; ATXN viability: inactive; HepG2 viability: 6%; ATXN2 expr inh: -2%; HT1080-NT tox: 2%; SW480 rerep: -4%; HT1080 IDH1KD tx: 1%

Results for CC(C)CCNC(=O)C(=O)NCC1OCCCN1S(=O)(=O)c1cccs1 (configuration not stated) ?
IL1B secr inh: 18; KB-3-1 tox: -1%; MCF10A rerep: -14%; ATXN viability: inactive; HepG2 viability: -5%; ATXN2 expr inh: 2%; HT1080-NT tox: 11%; SW480 rerep: -4%; HT1080 IDH1KD tx: 8%
